Pol kappa inh – blocks human DNA polymerase kappa activity; AID 588579; 400,000 tested, 0.53% active; purified Pol kappa, fluorescent DNA synthesis assay, 10 min; Potency, µM (top dose mostly 107 µM), for the others: at the top dose activity, negative = inhibition, most hits filed as inhibitors; further: potency means the concentration at half of the fitted maximal effect; on the % scale 0 is the no-effect control and ±100 the full control effect
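50 nM final substrate added after 15 min RT preincubation of 10 nM Pol kappa with compound; fluorescence read at 0 and 10 min.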
APE1 inh – inhibitors of human APE1 endonuclease; P27695; recombinant APE1, TAMRA/BHQ-2 abasic DNA cleavage fluorescence; Potency, µM (top dose mostly 65.8 µM), for the others: at the highest dose activity change, negative = inhibition, most hits filed as inhibitors; 350,000 tested, 0.35% active; AID 2517;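 further: potency means the concentration at half of the fitted maximal effect; plate controls were vehicle for no effect and reference inhibitor for full effect; nearly all actives have a fitted effect of over 55% in size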
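Endonuclease cleavage of a quenched abasic-site DNA duplex (50 nM) by APE1 (0.75 nM) was tracked by TAMRA dequenching. Compounds were preincubated with enzyme 15 min at room temperature; data normalized to buffer-only and DMSO wells plus NSC13755 control.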
Apoferritin bind – binds horse apoferritin like a general anesthetic; P02791; apoferritin/1-aminoanthracene competitive binding, fluorescence; Potency, µM (series often up to 77.5 µM), for the others: at the top dose activity change, negative = displacement, most hits filed as inhibitors; 350,000 tested, 0.074% active; further: potency means the concentration at half of the fitted maximal effect; on the % scale 0 is the no-effect control and ±100 the full control effect; nearly all actives have a fitted effect of over 20% in size
Target sequence (P02791 2-175 limits assumed): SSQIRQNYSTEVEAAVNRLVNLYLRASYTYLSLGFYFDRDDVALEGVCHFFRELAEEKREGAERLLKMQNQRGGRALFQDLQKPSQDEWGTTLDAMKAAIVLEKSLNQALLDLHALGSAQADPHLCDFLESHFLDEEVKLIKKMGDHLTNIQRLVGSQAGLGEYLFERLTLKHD
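Concentration-response curves derived by four-parameter Hill fitting of normalized fluorescence, where compounds displaced 1-AMA from 10 uM horse apoferritin following a brief 10 min room-temperature incubation; propofol titration acted as positive control.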
GRP78 ERSR act – inducers of ER stress response in human glioma cells; Potency, µM, inactives show top-dose activation, usual class: activators; AID 602332; 420,000 tested, 0.02% active; U87-MG GRP78 promoter luciferase reporter, 16 h; further: potency means the concentration at half of the fitted maximal effect; series mostly up to about 76 µM; % of control where 0% means no effect; nearly all actives have a fitted effect of over 35% in size
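Stably transfected U87-MG glioma cells carrying a GRP78-based luciferase sensor; 16 h compound incubation. Luminescence end-point read 10 min after Bright-Glo addition at room temperature.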
BLM inh – inhibitors of human Bloom syndrome helicase BLM | P54132 | recombinant BLM DNA unwinding, fluorescence dequenching | Potency, µM (highest dose often 56.1 µM), for the others: at the highest dose activity change, negative = inhibition, actives largely listed as inhibitors | 350,000 tested, 0.2% active;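 further: potency means the concentration at half of the fitted maximal effect; plate controls were vehicle for no effect and no enzyme for full effect; nearly all actives have a fitted effect of over 35% in size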
POLB inh – DNA polymerase beta (human) inhibition; Pol beta primer extension/strand displacement, fluorescence kinetic; P06746; Potency, µM (top dose mostly 114 µM), without a hit: at the top dose activity change, negative = inhibition, hits mostly inhibitors; 340,000 tested, 1.3% active; AID 485314; further: potency means the concentration at half of the fitted maximal effect; on the % scale 0 is the no-effect control and ±100 the full control effect
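Human Pol beta at 10 nM; strand-displacement substrate 50 nM final. Compound exposure 15 min at room temperature before start, reaction 10 min at room temperature.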
POLI inh – inhibitors of human DNA polymerase iota | Q9UNA4 | AID 588590 | Potency, µM (titrated, usually from 115 µM), for the others: at the top dose activity, negative = inhibition, usual class: inhibitors | 390,000 tested, 1% active | Pol iota fluorescent replication assay, 10 min; further: potency means the concentration at half of the fitted maximal effect
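Fluorescent replication assay read twice, at 0 min and 10 min after adding 50 nM (final) substrate. Enzyme (10 nM) and compounds were first incubated 15 min at room temperature; enzyme-free buffer wells were negative controls.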
POLH inh – blocks human DNA polymerase eta activity; Potency, µM (doses to about 114 µM), without a hit: top-dose activity change, negative = inhibition, most hits filed as inhibitors; Q9Y253; recombinant Pol eta, fluorescent DNA replication assay; 390,000 tested, 1.2% active; further: potency means the concentration at half of the fitted maximal effect; on the % scale 0 is the no-effect control and ±100 the full control effect
Target sequence (Q9Y253 whole entry, looked up): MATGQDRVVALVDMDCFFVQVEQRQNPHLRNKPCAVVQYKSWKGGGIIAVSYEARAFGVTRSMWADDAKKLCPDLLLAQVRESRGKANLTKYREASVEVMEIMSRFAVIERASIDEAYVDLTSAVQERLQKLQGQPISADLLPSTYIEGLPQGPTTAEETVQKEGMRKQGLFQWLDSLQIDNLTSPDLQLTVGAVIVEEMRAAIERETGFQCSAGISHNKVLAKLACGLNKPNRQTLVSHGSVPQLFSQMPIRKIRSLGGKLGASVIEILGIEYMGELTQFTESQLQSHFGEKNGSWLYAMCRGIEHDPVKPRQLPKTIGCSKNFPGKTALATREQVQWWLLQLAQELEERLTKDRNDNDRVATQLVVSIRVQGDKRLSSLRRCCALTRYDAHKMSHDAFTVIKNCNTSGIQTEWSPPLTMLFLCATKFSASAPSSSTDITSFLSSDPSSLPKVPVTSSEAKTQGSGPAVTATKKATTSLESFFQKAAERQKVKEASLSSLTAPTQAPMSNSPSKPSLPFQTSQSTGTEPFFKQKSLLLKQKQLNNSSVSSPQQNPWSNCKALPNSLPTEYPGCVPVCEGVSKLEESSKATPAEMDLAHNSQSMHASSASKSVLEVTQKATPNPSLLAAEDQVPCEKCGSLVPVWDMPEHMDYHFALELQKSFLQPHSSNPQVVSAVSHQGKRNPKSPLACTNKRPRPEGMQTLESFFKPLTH
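Pol eta (10 nM) was preincubated with compounds for 15 min at room temperature, after which fluorescent replication substrate (50 nM final) was added to start the reaction. Fluorescence was read kinetically at 0 and 10 min.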
LDHA inh – blocks human lactate dehydrogenase A; P00338; purified LDHA, NADH/diaphorase-resazurin fluorescence; stronger effect = lower value; activity change, % (values are at about 110 or 230 µM); 480,000 tested, 0.15% active; AID 1347041; in the data active means activity change below about -30%; inconclusive means mostly about -25% to -30%;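 further: plate controls were DMSO wells for no effect and wells without enzyme for full effect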
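Resorufin fluorescence (ex540/em590), read at 0 and 20 min after diaphorase/resazurin addition, reports the NADH left after a 5 min room-temperature reaction of 2 nM human LDH5 with 0.06 mM NADH and 0.2 mM pyruvate.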
The depositor's hits bear a star; & = joins results of further samples; [ ] = another dose, or the depositor's remark. Unless noted, the call rests on the fitted dose curve; in most records, active means well fitted curve in the direction sought with a large enough effect; inconclusive means small, poorly fitted or top-dose-only effect, or another doubt; inactive means no such curve, though single readings can be large; an effect the other way counts as inactive or inconclusive. Not all compounds are listed; the hit share may differ from the screen's.

The opening 5 records, ahead of the listing:
O=C(CC1SC(N2CCCCC2)=NC1=O)Nc1ccc(C(=O)NCc2ccccc2)cc1 (stereo unspecified) was read as Pol kappa inh -4%, APE1 inh -4%, GRP78 ERSR act 1%, POLI inh -7%, POLH inh -18% and LDHA inh -3.
For COc1ccccc1/C=C/C=N/NC(=O)Cc1cccn1C the results were Pol kappa inh -12%, APE1 inh 1%, Apoferritin bind -9%, GRP78 ERSR act 2%, BLM inh -6%, POLB inh -13%, POLI inh 50µM*, POLH inh inconclusive and LDHA inh 3.
Screening O=C(Cn1cc(C(F)(F)F)cc(Cl)c1=O)Nc1cccc(S(=O)(=O)N2CCCCC2)c1 returned Pol kappa inh -20%, APE1 inh 5%, GRP78 ERSR act -5%, POLI inh 2%, POLH inh -19% and LDHA inh -5.
CCOC(=O)c1c(C)n(-c2ccccc2)c2ccc(OC(=O)c3ccccc3)cc12 was read as Pol kappa inh -21%, Apoferritin bind 34%[activator], GRP78 ERSR act 1%, BLM inh -10%, POLB inh -17%, POLI inh 9%, POLH inh -9% and LDHA inh -11.
COc1cc(/C=C/C(=O)CC(=O)/C=C/c2ccc(O)c(OC)c2)ccc1O was read as Pol kappa inh inconclusive, APE1 inh -5%&-9%&-6%&-8%, Apoferritin bind inconclusive, GRP78 ERSR act -10%&-10%&-12%&-11%&-10%, BLM inh -12%&-10%&-11%&-2%, POLB inh inconclusive, POLI inh inconclusive, POLH inh -9% and LDHA inh -10&2.

All compounds of this part, repeating the preview:
O=C(CC1SC(N2CCCCC2)=NC1=O)Nc1ccc(C(=O)NCc2ccccc2)cc1 (stereo unspecified) was read as Pol kappa inh -4%, APE1 inh -4%, GRP78 ERSR act 1%, POLI inh -7%, POLH inh -18% and LDHA inh -3.
For COc1ccccc1/C=C/C=N/NC(=O)Cc1cccn1C the results were Pol kappa inh -12%, APE1 inh 1%, Apoferritin bind -9%, GRP78 ERSR act 2%, BLM inh -6%, POLB inh -13%, POLI inh 50µM*, POLH inh inconclusive and LDHA inh 3.
Screening O=C(Cn1cc(C(F)(F)F)cc(Cl)c1=O)Nc1cccc(S(=O)(=O)N2CCCCC2)c1 returned Pol kappa inh -20%, APE1 inh 5%, GRP78 ERSR act -5%, POLI inh 2%, POLH inh -19% and LDHA inh -5.
CCOC(=O)c1c(C)n(-c2ccccc2)c2ccc(OC(=O)c3ccccc3)cc12 was read as Pol kappa inh -21%, Apoferritin bind 34%[activator], GRP78 ERSR act 1%, BLM inh -10%, POLB inh -17%, POLI inh 9%, POLH inh -9% and LDHA inh -11.
COc1cc(/C=C/C(=O)CC(=O)/C=C/c2ccc(O)c(OC)c2)ccc1O was read as Pol kappa inh inconclusive, APE1 inh -5%&-9%&-6%&-8%, Apoferritin bind inconclusive, GRP78 ERSR act -10%&-10%&-12%&-11%&-10%, BLM inh -12%&-10%&-11%&-2%, POLB inh inconclusive, POLI inh inconclusive, POLH inh -9% and LDHA inh -10&2.
COc1ccc(C2(Nc3cccc(C(=O)O)c3C)C(=O)c3ccccc3C2=O)cc1 was read as Pol kappa inh -4%, Apoferritin bind -18%, GRP78 ERSR act 0%, BLM inh -5%, POLB inh 0%, POLI inh 11%, POLH inh -8% and LDHA inh 1.
Screening O=C(CN(c1ccc(F)cc1)S(=O)(=O)c1ccccc1)N1CCOCC1 returned Pol kappa inh -2%, GRP78 ERSR act -3%, POLI inh 3%, POLH inh -13% and LDHA inh 0.
For O=C(Cc1ccc(Nc2nc(=S)[nH]c3ccccc23)cc1)NC1CCCCC1 the results were APE1 inh 1%, Apoferritin bind -7%, BLM inh -4% and POLB inh 9%.
O=C(NCCN1CCOCC1)c1cc(S(=O)(=O)Nc2ccccc2F)c(Cl)cc1Cl was read as Pol kappa inh 9%, APE1 inh 9%, Apoferritin bind 2%, GRP78 ERSR act -1%, BLM inh -1%, POLB inh -7%, POLI inh 15%, POLH inh 17% and LDHA inh 1.
For CN(Cc1ccccc1)C(=O)CCNC(=O)Cn1cnc2ccccc2c1=O the results were Pol kappa inh -12%, APE1 inh 18%, Apoferritin bind -10%, GRP78 ERSR act -4%, BLM inh 0%, POLB inh 24%, POLI inh 16%, POLH inh -10% and LDHA inh -4.
CCCCOc1ccc(C(O)(CCN2CCOCC2)c2ccccc2)cc1 (stereo unspecified) was read as Pol kappa inh 2%, APE1 inh -4%, Apoferritin bind -6%, GRP78 ERSR act -6%, BLM inh -3%, POLB inh -2%, POLI inh 10%, POLH inh -6% and LDHA inh -1.
For O=C(N/N=C/c1ccc[nH]1)c1ccc(O)cc1 the results were Pol kappa inh -5%, APE1 inh -3%, Apoferritin bind -1%, GRP78 ERSR act 2%, BLM inh -6%, POLB inh inconclusive, POLI inh 33%[activator], POLH inh -3% and LDHA inh 4.
Screening COc1cccc(OC)c1C(=O)Nc1c(C(=O)N2CCN(C)CC2)oc2ccccc12 returned Pol kappa inh -5%, APE1 inh 17%, Apoferritin bind -5%, GRP78 ERSR act -2%, BLM inh -3%, POLB inh -8%, POLI inh -1%, POLH inh -18% and LDHA inh -2.
COc1ccc(CN2CCNC(=O)C2CC(=O)NC2CCOCC2)c(F)c1 (stereo unspecified) was read as Pol kappa inh -9%, APE1 inh 5%, Apoferritin bind -8%, GRP78 ERSR act -4%, BLM inh -2%, POLB inh -15%, POLI inh -14%, POLH inh -1% and LDHA inh -2.
COc1ccc(C)cc1NC(=O)CN(c1ccc(F)cc1)S(C)(=O)=O was read as Pol kappa inh -1%, APE1 inh 0%, Apoferritin bind -12%, GRP78 ERSR act -4%, BLM inh -11%, POLB inh 6%, POLI inh 0%, POLH inh -6% and LDHA inh -7.
For c1ccc(-c2nnc(C3CC(c4ccncc4)=NO3)o2)cc1 (stereo unspecified) the results were Pol kappa inh -5%, GRP78 ERSR act -5%, POLI inh -13%, POLH inh -12% and LDHA inh -4.
Screening CCCCCCCCSc1nnc(-c2ccc(OC)cc2)o1 returned Pol kappa inh -2%, APE1 inh 1%, Apoferritin bind -7%, GRP78 ERSR act -1%, BLM inh -3%, POLB inh 7%, POLI inh 20%, POLH inh inconclusive and LDHA inh -5.
For Cc1ccc(NS(=O)(=O)c2ccc(C(=O)NCCCN3CCCC3=O)cc2)cc1C the results were Pol kappa inh -10%, APE1 inh 8%, GRP78 ERSR act -6%, POLI inh 35%[activator], POLH inh -5% and LDHA inh -3.
For C/C(=N\NC(=O)C1(C)CC1(Br)Br)c1cccc(NC(=O)C2CCC2)c1 (stereo unspecified) the results were Pol kappa inh -16%, APE1 inh -2%, Apoferritin bind -13%, GRP78 ERSR act -6%, BLM inh 2%, POLB inh 26%, POLI inh 19%, POLH inh 1% and LDHA inh -5.
For Nc1nnc(SCC(=O)Nc2ccc3nc(SCC(=O)Nc4ccccc4)sc3c2)s1 the results were Pol kappa inh -14%, APE1 inh 1%, Apoferritin bind -9%, GRP78 ERSR act 2%, BLM inh 0%, POLB inh 7%, POLI inh -7%, POLH inh -3% and LDHA inh 0.
`COc1ccc(-n2nnnc2SCC(=O)N2CCCC2)cc1OC` gave Pol kappa inh -20%, APE1 inh -8%, Apoferritin bind -14%, GRP78 ERSR act -2%, BLM inh -2%, POLB inh 27%, POLI inh -3%, POLH inh -4% and LDHA inh -5.
For COc1ccc(-c2nc3ccccc3o2)cc1NC(=O)c1cccnc1 the results were Pol kappa inh 7%, Apoferritin bind -7%, GRP78 ERSR act 1%, BLM inh 2%, POLB inh 14%, POLI inh -5%, POLH inh inconclusive and LDHA inh -12.
`COc1cc(C(=O)OCC(=O)N2CCCC2=O)cc(OC)c1C` gave Pol kappa inh inconclusive, APE1 inh -26%, GRP78 ERSR act 4%, POLI inh inconclusive, POLH inh 32µM* and LDHA inh -5.
CC(=O)Nc1ccc(S(=O)(=O)Nc2ccc(-n3cnnn3)cc2)cc1 was read as Pol kappa inh 7%, APE1 inh 14%, GRP78 ERSR act 0%, POLI inh 20%, POLH inh -14% and LDHA inh -4.
Screening Cc1[nH]n(-c2ccccc2)c(=O)c1/C=N/NC(=O)c1ccccc1F returned Pol kappa inh -13%, APE1 inh -21%, Apoferritin bind -6%, GRP78 ERSR act 8%, BLM inh -2%, POLB inh 4%, POLI inh inconclusive, POLH inh 1% and LDHA inh 2.
Screening CN(C)/C(Cn1cncn1)=C1/N=C(c2c(F)cccc2F)OC1=O returned Pol kappa inh 9%, APE1 inh 0%, Apoferritin bind -9%, GRP78 ERSR act -5%, BLM inh -1%, POLB inh -15%, POLI inh 2%, POLH inh -14% and LDHA inh -3.
Screening Cc1oc(-c2ccc(Cl)cc2)nc1CN1CCC(C(=O)NCc2cccs2)CC1 returned Pol kappa inh 1%, APE1 inh 12%, Apoferritin bind -7%, GRP78 ERSR act -2%, BLM inh -1%, POLB inh 15%, POLI inh 8%, POLH inh -15% and LDHA inh 1.
`Cc1ccc(C(=O)Nc2ccc(Cl)cc2C)c(Cl)c1` gave Pol kappa inh -7%, APE1 inh 18%, Apoferritin bind -7%, GRP78 ERSR act 4%, BLM inh -11%, POLB inh 11%, POLI inh 12%, POLH inh 2% and LDHA inh -11.
For C=CCn1c(=O)c2c(nc3n2CC(C)CN3c2cccc(OC)c2)n(C)c1=O (stereo unspecified) the results were Pol kappa inh 0%, APE1 inh -3%, Apoferritin bind -4%, GRP78 ERSR act -2%, BLM inh -1%, POLB inh 21%, POLI inh -5%, POLH inh -10% and LDHA inh 1.
Screening Cc1ccc(S(=O)(=O)N2CCSC2C(=O)O)cc1 (stereo unspecified) returned Pol kappa inh 8%, APE1 inh 0%, Apoferritin bind -8%, GRP78 ERSR act -5%, BLM inh 1%, POLB inh -2%, POLI inh 27%, POLH inh -5% and LDHA inh -5.
CCOc1ccc(NC(=O)COC(=O)c2cc(S(=O)(=O)N3CCCC3)ccc2C)cc1 was read as Pol kappa inh -22%, APE1 inh 6%, GRP78 ERSR act 1%, POLI inh 10%, POLH inh -21% and LDHA inh -4.

High-throughput results from PubChem.
